Assay outcomes: PubChem, National Center for Advancing Translational Sciences (NCATS)
KDM5B inh: Primary screen for KDM5B Histone Demethylases FDH-coupled qHTS. KDM5B demethylase, FDH-coupled NADH fluorescence (FDH is formaldehyde dehydrogenase). Potency, µM (doses to about 57.7 µM), for inactives: at the highest dose activity change, negative = inhibition, most hits filed as inhibitors. 220,000 compounds, 2.6% hits. AID 1347165, 2019; active = well fitted inhibition curve with a large enough effect; inconclusive = small, poorly fitted or top-dose-only effect; inactive = no such curve, though single readings can be large or run the other way; also: 0% is about no effect; nearly all actives have a fitted effect of over 70% in size
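Here, H3K4me3 peptide (12.5 µM in substrate mix) is demethylated by KDM5BΔAP, 200 nM final, after 10 min compound exposure. Formaldehyde product is coupled through FDH (0.25 U/mL in mix) to NADH fluorescence; 30-min ΔRFU feeds dose-response curves.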
* hit, by the source's call; ? = inconclusive; [ ] = remark or other dose. Potency is read from the fitted curve at half-maximal effect.

KDM5B inh	canonical_smiles
-3.4%	Cc1cc(C(=O)NC2CC(C)(C)Cc3c2cnn3-c2cccc(F)c2)nn1C (configuration not stated)
-13.6%	COc1cc2cc(C3CC(c4ccco4)=NN3S(C)(=O)=O)c(Cl)nc2cc1OC (configuration not stated)
6.9%	O=C(Nc1ccc(Oc2cccc(C(F)(F)F)c2)nc1)c1ccco1
-16.4%[86.2 µM]	CN1C[C@@H](NC(=O)CCC(=O)O)C[C@H]1c1nc(-c2ccc3ccccc3c2)no1
-18.5%	O=C(C1=C(c2ccccc2)S(=O)(=O)CCO1)N(Cc1ccc(Cl)cc1)c1ccccn1
-0.3%	O=C(Nc1ccc(C2(C(=O)NCc3ccccn3)CCCCC2)cc1)C1CC1
26.9%	Cc1ccc2oc(C(=O)Nc3nonc3-c3ccc(C(C)C)cc3)cc(=O)c2c1
9.7%	Cc1cc(=O)n(CC(=O)Nc2ccccc2)c(-c2ccc(Cl)cc2)n1

Given in markdown: entries from further up
| SMILES | KDM5B inh |
| --- | --- |
| Cc1cc(=O)n(CC(=O)Nc2ccccc2)c(-c2ccc(Cl)cc2)n1 | 9.7% |
| Cc1cc(C(=O)NC2CC(C)(C)Cc3c2cnn3-c2cccc(F)c2)nn1C (configuration not stated) | -3.4% |

(further entries)
KDM5B inh	canonical_smiles
8.7%	O=S(=O)(c1ccc(Oc2ccc3ccccc3c2)nc1)N1CCCCC1
9.4%	CC(=O)N1N=C(c2ccc(NS(C)(=O)=O)cc2)CC1c1ccc2nccnc2c1 (configuration not stated)
35.5µM*	CCOc1cc2c(cn1)NCCN(Cc1ccccc1O)C2
-11.0%	COc1ccc(CCNC(=O)c2ccc3nc(CCc4ccccc4)oc3c2)cc1OC
-10.4%	O=C1NC2(CCCN(C(=O)c3ccccc3)C2)COc2ccccc21 (configuration not stated)
-20.1%	CC(C)c1nnsc1Cn1ncc(N(C)CCc2ccccc2)cc1=O
-14.2%[86.2 µM]	COc1ccc(C(=O)N2CCCn3nc(C)c(-c4ccccc4-c4ccccc4)c32)cc1
-17.6%	Cc1ccc(-c2cc3c(=O)n(CCNC(=O)c4cc(C5CC5)[nH]n4)ccn3n2)c(C)c1
-8.9%	Cc1ccc(/C=C2\SC(=S)N(CCCC(=O)Nc3cccc(C(=O)O)c3)C2=O)cc1
-31.7%[86.2 µM]	O=C(C[C@@H]1O[C@H](CNC(=O)c2cccc(F)c2)[C@@H](O)[C@H]1O)NCc1ccc(F)cc1
4.1%	Cn1cc(CN2CCN(c3ccc(C#N)cn3)CC2)c(-c2ccccc2)n1
2.9%	O=C(COc1cccc(-c2nnc3n2CCCC3)c1)N1CCN(c2ccc(F)cc2)CC1
4.4%	CCCNC(=O)c1cc(-c2ccccc2OC)nc2ccccc12
-2.3%	CC(NC(=O)c1nn(C)c(=O)c2ccccc12)c1ccc(Cl)cc1 (configuration not stated)
?	CCCCN(CCCC)c1nc(-c2ccccc2)nc2ccccc12
-3.3%	CCOc1ccc(OCC)c(NS(=O)(=O)c2cc(-c3cnc(C)o3)ccc2C)c1
-2.2%[115 µM]	NCCCC(=O)N1Cc2ccccc2CC2(CCCN(CC3CCOCC3)C2)C1 (configuration not stated)
?	Cc1cc(C)cc(NC2=CC(c3cccc(F)c3)N(c3cc(C)cc(C)c3)C2=O)c1 (configuration not stated)
?	Cc1cn2cc(C(=O)N3CCCC4(C3)C(=O)N(C)c3ccccc34)ccc2n1 (configuration not stated)
13.5%	CCOC(=O)c1cc(-c2ccc(C)cc2)n(CC(=O)Nc2cc(C)ccc2OC)c1C
?	CCOc1ccc(NC(=O)c2c[nH]n3c(=O)cc(C4CCN(C(=O)OC(C)(C)C)CC4)nc23)cc1
-1.5%	CC(=O)c1ccc(N2CCc3ccccc3C2)c([N+](=O)[O-])c1
28.2µM*	COC(=O)CNC(=O)c1nc(-c2cccc(C(F)(F)F)c2)c2cnccn12
3.4%	CC(C)CNC(=O)CN1CCN(Cc2cccc3cccnc23)CC1
?	Cc1nc2scc(CC(=O)N3CCC(C)CC3)n2c(=O)c1-c1cc(C)n(-c2cccc(Cl)c2)n1
?	CCc1ccc(NC(=O)C(=O)NCC(c2cccnc2)N2CCN(Cc3ccccc3)CC2)cc1 (configuration not stated)
?	COc1ccc(CC(=O)NC2CCCc3c2[nH]c2ccccc32)cc1OC (configuration not stated)
-16.9%	CCc1ccc(C(=O)N2CCN(c3cc(Cl)ccc3C)CC2)s1
-9.5%	CC[N+]1(C)CCC2C(C1)c1cc(C)ccc1N2C(=O)c1ccccc1Cl (configuration not stated)
?	Cc1ccc(Cn2c(C(=O)O)c(CNCc3ccccc3Cl)c3ccc(C)cc32)cc1
?	Cc1ccccc1CNC(=O)C1CCCN(c2nnc(-n3c(C)ccc3C)s2)C1 (configuration not stated)
-0.1%	CC(C)c1noc(CN(C)C(=O)c2csc3nc(-c4ccc(F)cc4)cn23)n1
22.7%	COC(=O)c1ccn[nH]1
19.7%	CNC(=O)N1CCC(C2CCN(C(=O)c3ccc(Cl)s3)C2)CC1 (configuration not stated)
?	CC1=C(c2ccc(F)cc2)S(=O)(=O)N=C1N1CCC(C(=O)NCCc2ccco2)CC1
2.9%	CCOC(C(=O)N(CC)CC(=O)NCc1cccs1)(c1ccccc1)c1ccccc1
8.2%[86.2 µM]	CCCNC(=O)NC[C@H]1O[C@@H]2C[C@@H](CC(=O)NCc3nccn3C)O[C@@H]2[C@@H]1O
-21.2%	COc1ccc(CN2C(=O)C(NC(=O)c3cccc(C)c3)(C(F)(F)F)N=C2c2ccccc2)cc1 (configuration not stated)
-4.4%	CCOc1ccc(-n2nc(C(=O)N(C)c3ccccc3OCC)c3ccccc3c2=O)cc1
-1.3%	CCCOc1ccc(CNC(=O)CCCn2ncn3c(cc4sc(CC)cc43)c2=O)cc1
-0.7%	O=C(COC(=O)c1n[nH]c(=O)c2ccccc12)NCc1ccccc1
4.8%	CCN(CC)C(=O)C(NC(=O)c1ccc(OC)cc1)C1CCN(C(=O)C(C)C)CC1 (configuration not stated)
13.8%	CN(C)c1nc2c(c(=O)[nH]1)CCN(Cc1ccccc1F)CC2
10.6%	O=C(O)c1ccccc1Oc1ccccc1
-13.8%	COc1ccccc1NC(=O)/C(C#N)=C/c1coc2ccc(Cl)cc2c1=O
-9.6%	Cn1c(N)c(C(=O)c2cc(-c3ccc(Cl)cc3)nc3ccccc23)c(=O)[nH]c1=O
?	CCC(C(=O)N1CCN(c2ccccc2F)CC1)n1nc(C)c2sc3ccccc3c2c1=O (configuration not stated)
-23.4%	CCOC(=O)COc1ccccc1C(=O)c1cnn(-c2ccccc2)c1
24.4%	O=c1[nH]nc2n1CCN(S(=O)(=O)c1ccc(Cl)s1)CC2
-3.6%	CCOc1ccc(CN2CCC(CO)(Cc3ccccc3Cl)CC2)cc1
8.9%	Cc1[nH]c2ccccc2c1C(=O)C(=O)N1CCCC(NC(=O)C(C)C)C1 (configuration not stated)
12.7%	Cc1ccc(C)c(C2=NNC(=O)CC2)c1
?	Cc1cccc(N2Cc3c(ncnc3N3CCN(Cc4ccccc4)CC3)N(C)CC2=O)c1
?	N#Cc1c(-c2ccccc2)cc(-c2ccccc2)c(C#N)c1N
0.1%	Cc1ccc(CNC(=O)C2(c3cccs3)CCOCC2)cc1
?	CCCCNc1nc2ccccc2c2nc(-c3ccccc3)nn12

Entries above marked active in KDM5B inh.
KDM5B inh	canonical_smiles
35.5µM*	CCOc1cc2c(cn1)NCCN(Cc1ccccc1O)C2
28.2µM*	COC(=O)CNC(=O)c1nc(-c2cccc(C(F)(F)F)c2)c2cnccn12

(next part)
KDM5B inh	canonical_smiles
6.4%	N#CC1(NC(=O)COC(=O)CCN=C2NS(=O)(=O)c3ccccc32)CCCCC1
?	Cn1cnnc1-c1nn(C)c2c1CNCC2
-24.3%	CCc1nc(-c2c3n(c(=O)n(Cc4cccc(F)c4)c2=O)CCCC3)no1
13.9%	COc1ccc(SCC(=O)NC2CCC(O)CC2)cc1 (configuration not stated)
-6.6%	C=CCC1(Cl)C(=O)C(Cl)=C(N2CCN(C)CC2)C1(OC)OC (configuration not stated)
-10.2%	COc1ccc(NC(=O)c2ccccc2NC(=O)CSc2nc3ccc(C)cc3[nH]2)cc1
1.9%	CCCCN1C(C(C)=O)=C(OC(=O)c2ccccc2OC)c2ccccc2S1(=O)=O
-5.7%	O=C(CCc1ccccc1)Nc1ccc2c(c1)CCC2
5.1%	CN1CCC2(CCC1=O)CN(C(=O)c1ccc(Cn3cccn3)o1)CCN2C (configuration not stated)
-7.6%	Cc1ccn2c(C(=O)N[C@H](Cc3ccccn3)C3CC(O)C3)nnc2n1 (some centres not stated)
5.6%	CC(NC(=O)Cn1c(=O)oc2cc(S(=O)(=O)NCc3ccccc3)ccc21)c1ccccc1 (configuration not stated)
28.8%	Cc1n[nH]c(C)c1S(=O)(=O)Nc1cccc([N+](=O)[O-])c1
35.5µM*	Cc1noc2c(-c3cccnc3NCCCn3ccnc3)cc(-c3ccccc3)nc12
-28.7%	COc1ccc2nc(C)c(C(=O)Nc3cccc(C)n3)cc2c1
-4.2%	Cc1oc2cc(OCC(=O)OC(C)C)ccc2c(=O)c1-c1ccc(Cl)cc1
-4.6%	O=C(c1ccccc1C(F)(F)F)N1CCC2(C1)C(=O)Nc1ccccc12 (configuration not stated)
-18.3%	CCOC(=O)c1oc2cc(OC(C)=O)ccc2c(=O)c1-c1ccc(OC)c(OC)c1
?	COCCNC(=O)CC(c1ccccc1OC)c1cn(C)c2ccccc12 (configuration not stated)
36.9%	CC(C)OCCCNC(=O)c1ccc2c(c1)NC(=O)c1ccccc1S2
-6.0%	Cc1noc(-c2ccc(C(C)(C)C)cc2)c1C(=O)NCc1ccc(Cl)cc1
?	COC(=O)c1cc2oc3ccccc3c2n1Cc1ccccc1Cl
7.6%	Cc1cccnc1NC(=O)C1CC(=O)N(Cc2ccc(F)cc2)C1 (configuration not stated)
405.3%[activator]	Cc1c(-c2ccc(Cl)cc2)c(=O)oc2c(CN3CCOCC3)c(O)ccc12
-7.0%	O=C(Cn1cc(S(=O)(=O)Cc2ccccc2F)c2ccccc21)Nc1ccc(F)c(Cl)c1
?	Cn1c(=O)n(CCCc2ccccc2)c(=O)c2c1nc1n2CCN1c1ccc(F)cc1
7.8%[86.2 µM]	COCCC(=O)N[C@H]1C[C@@H](c2nc(-c3ccc(OC(F)(F)F)cc3)no2)N(C)C1
-8.0%	O=C(CC1C(=O)NCCN1C(=O)Nc1ccc(C(F)(F)F)cc1)Nc1ccc(F)cc1 (configuration not stated)
-0.9%	COc1ccc(NC(=O)c2nn(C)c3c2CS(=O)(=O)c2ccccc2-3)cc1Cl
15.5%	O=C(Nc1cccc(F)c1)N1CCCCCC1c1nc(-c2ccncc2)no1 (configuration not stated)
-23.8%	O=C(NC1CCCC1)N1CCC(Cc2nncn2CC2CC2)CC1
7.4%	O=C(CCCc1c[nH]c2ccccc12)N1CCN(CC(=O)N2CCCC2)CC1
-32.6%	COc1ccc(CCNC(=O)C(C)n2nc(C)c3sc4ccccc4c3c2=O)cc1OC (configuration not stated)
21.6%	CC(C)(C)NC(=O)c1cccc(NC(=O)c2ccc(Cl)cc2Cl)c1
16.4%	CC(C)CC(=O)NC[C@@H]1C[C@H](F)CN1C(=O)c1cn(CCN)nn1
?	O=C(Nc1ccc(F)cc1F)c1cc2nc(-c3ccco3)cc(C(F)(F)Cl)n2n1
4.5%	Cc1csc(CNC(=O)c2scnc2C)n1
24.8%	COc1cccc(CN(CC(=O)NCc2ccc(F)cc2)C(=O)c2ccco2)c1
-3.7%	COc1ccccc1-c1nc(Cn2nnc(C(=O)NCc3ccc(Cl)cc3)c2N)c(C)o1
?	COc1ccccc1CNC(=O)c1cc2c(-c3ccc(Cl)cc3)nn(C)c2s1
25.1µM*	CC1(C(=O)NCc2cccnc2)CN(Cc2ccccc2)Cc2ccc(N3CCOCC3)nc21 (configuration not stated)
-18.1%	CC(C)NC(=O)CN1C(=O)NC(c2ccc(Cl)cc2)C2=C1COC2=O (configuration not stated)
14.0%	CC1CCC(c2nnc(-c3ccc(Br)cc3)o2)CC1 (configuration not stated)
-5.1%	CCc1nc(-c2c3n(c(=O)n(CC(=O)Nc4ccc(F)c(Cl)c4)c2=O)CCCC3)no1
-11.0%	CCCC(=O)Nc1nc2c(s1)CC(C(C)(C)C)CC2 (configuration not stated)
13.7%	CCN(CC)CCNc1nc2c(c(=O)n(C)c(=O)n2C)n1Cc1ccc(Cl)cc1Cl
17.0%	O=C(c1cnccn1)N1CCC2(CC1)N=C(c1ccccc1)NO2
-12.0%	COCCS(=O)(=O)c1ncc(CN(C)Cc2ccsc2)n1Cc1ccccc1
-19.4%	COc1ccc(CNC(=O)C2=CC(c3cccc(OC)c3)=NS(=O)(=O)N2C)cc1
2.4%	NC(=O)C1CCN(Cc2nc3cc(Cl)ccc3c(=O)[nH]2)CC1

In another format: results already given
COCCNC(=O)CC(c1ccccc1OC)c1cn(C)c2ccccc12 (configuration not stated)
- KDM5B inh = ?

CC(C)OCCCNC(=O)c1ccc2c(c1)NC(=O)c1ccccc1S2
- KDM5B inh = 36.9%

Cc1noc(-c2ccc(C(C)(C)C)cc2)c1C(=O)NCc1ccc(Cl)cc1
- KDM5B inh = -6.0%

COC(=O)c1cc2oc3ccccc3c2n1Cc1ccccc1Cl
- KDM5B inh = ?

A portion of the library; the hit share may differ from the screen's.
